S1P4 antagonist = human S1P4 receptor antagonism; O95977; S1P4-expressing cells, antagonist mode, reporter read-out; inhibition, % at 4.98 µM; hit rate 0.26% among 220,000; AID 1510; in the data active = inhibition above about 29%;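 also: 0% = wells stimulated with agonist and 100% = vehicle wells without agonist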
Target sequence (O95977 whole entry, looked up): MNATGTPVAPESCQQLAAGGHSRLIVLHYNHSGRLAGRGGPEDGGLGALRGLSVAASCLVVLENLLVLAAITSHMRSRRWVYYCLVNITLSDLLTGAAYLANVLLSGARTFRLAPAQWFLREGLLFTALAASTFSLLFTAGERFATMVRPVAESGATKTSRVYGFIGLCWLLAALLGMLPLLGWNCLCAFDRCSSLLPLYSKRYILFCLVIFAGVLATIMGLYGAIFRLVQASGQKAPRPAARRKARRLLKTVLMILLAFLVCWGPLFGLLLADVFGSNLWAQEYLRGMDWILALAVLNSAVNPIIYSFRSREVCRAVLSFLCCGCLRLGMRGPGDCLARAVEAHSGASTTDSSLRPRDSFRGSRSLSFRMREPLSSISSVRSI
TRPN1 ag = activates the zebrafish TRPN1 channel | HEK293 zebrafish TRPN1-YFP, Fluo-8 calcium fluorescence; 100% = response to 87 µM carbachol | activation, % at 3 µM | hit rate 0.18% among 220,000 | AID 1424;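 active = activation above its plate's cutoff, the mean activation of test wells on that plate plus 3 SD, cut at about 19% in these data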;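 also: 0% = DMSO alone and 100% = 87 µM carbachol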
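Material: zebrafish TRPN1-YFP in HEK293 cells; Doses: single test compound dose, 3 µM nominal, 0.3% DMSO; Timing: dye loading 1 h at 37 °C, then 30 min room temperature; Technique: intracellular calcium fluorescence with Fluo-8; Benchmarks: high carbachol 87 µM, low DMSO alone.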
S1P4 ag = activates the human S1P4 receptor | O95977 | S1P4-expressing cell line, agonist reporter assay | activation, % at 4.98 µM | hit rate 0.35% among 220,000 | AID 1509; in the data active = activation above about 11%;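 also: 0% = DMSO vehicle and 100% = reference agonist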
Ba/F3 V617F tox = reduce viability of Ba/F3 cells dependent on JAK2V617F; hit rate 1.1% among 220,000; inhibition, % at 5.6 µM; Ba/F3 EpoR-JAK2V617F viability, ATP luminescence;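 active = inhibition above the campaign mean plus 3 SD over all tested compounds, cut at about 24% in these data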;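 also: cytokine-independent growth of Ba/F3 cells driven by EpoR plus mutant JAK2; 0% = DMSO-treated cells and 100% = JAK inhibitor I control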
m-calpain inh = blocks pig calpain II enzyme activity; purified calpain II, fluorogenic peptide substrate, 30 min; inhibition, % at 16 µM; hit rate 0.37% among 220,000;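 active = inhibition above about 50%, limit read from the data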
TRPML3 agonist = human mucolipin-3 channel agonism; hit rate 0.29% among 220,000; HEK293 TRPML3-YFP, Fluo-8 calcium fluorescence; 100% = the carbachol control signal; activation, % at 3 µM; Q8TDD5;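 active = activation above its plate's cutoff, the mean activation of the plate's test wells plus 3 SD, cut at about 12% in these data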;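 also: 0% = DMSO only wells and 100% = carbachol wells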
Target sequence (Q8TDD5 whole entry, looked up): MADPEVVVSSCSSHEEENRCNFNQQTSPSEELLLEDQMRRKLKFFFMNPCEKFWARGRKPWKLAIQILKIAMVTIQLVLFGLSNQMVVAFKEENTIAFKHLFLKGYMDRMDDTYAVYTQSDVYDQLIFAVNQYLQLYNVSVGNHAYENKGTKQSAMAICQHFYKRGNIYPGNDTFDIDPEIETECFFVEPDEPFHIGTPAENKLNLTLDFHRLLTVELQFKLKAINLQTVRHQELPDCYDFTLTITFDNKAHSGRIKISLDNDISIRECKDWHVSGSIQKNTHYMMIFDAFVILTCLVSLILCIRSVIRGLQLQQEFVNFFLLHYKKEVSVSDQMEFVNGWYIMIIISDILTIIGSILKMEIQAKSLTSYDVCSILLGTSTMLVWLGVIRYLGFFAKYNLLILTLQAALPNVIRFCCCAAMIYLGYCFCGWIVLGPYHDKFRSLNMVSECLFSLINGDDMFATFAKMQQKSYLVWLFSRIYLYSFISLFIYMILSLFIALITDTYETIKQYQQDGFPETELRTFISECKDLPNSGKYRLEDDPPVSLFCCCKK
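system = HEK293 cells stably carrying human TRPML3-YFP | doses = one concentration, 3 µM nominal, 0.3% DMSO | timing = dye loading 1 h 37 °C then 30 min ambient, 125 s read | detection = Fluo-8 calcium dye fluorescence, ex 470-495, em 515-575 nm | benchmarks = high control carbachol 87 µM, low control DMSO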
BaF3 tox = counter-screen for JAK2V617F inhibitors: parental Ba/F3 viability inhibitors; CellTiter-Glo ATP luminescence; inhibition, % at 5.6 µM; hit rate 1.1% among 220,000; AID 1486;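 active = inhibition above a per-campaign cutoff, the mean inhibition of all tested compounds plus 3 SD, cut at about 27% in these data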;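 also: 0% = DMSO wells and 100% = JAK Inhibitor I control wells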
PERK inh = inhibitors of human PERK kinase | CHO PERK-DD fusion, SEAP luminescence translation reporter | hit rate 0.17% among 220,000 | inhibition, % at 5.6 µM | AID 1416 | Q9NZJ5;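 active = inhibition above the mean inhibition of all tested compounds plus 3 SD, set separately per screening campaign, cut at about 2.9% in these data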;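 also: PERK kinase domain activated by AP20187 dimerizer at 100 nM; 0% = DMSO with dimerizer and 100% = rapamycin at 8.4 µM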
EP2 modulator = modulates human prostaglandin E2 receptor EP2 signaling; P43116; EP2-expressing cells, cAMP HTRF FRET, PGE2 co-stimulation; induction, % at 25 µM; hit rate 0.83% among 260,000; AID 940;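 active = compounds whose cAMP rise, as percent of the full-agonist control response, exceeds 60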;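 also: rat C6 glioma line stably carrying human EP2 under a CMV promoter; the protocol text gives 20 µM as final concentration; 100% = response of wells given 1 µM PGE2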
* marks the source's active call; other numbers are inactive results; & = joins results of further samples.

SMILES	S1P4 antagonist	TRPN1 ag	S1P4 ag	Ba/F3 V617F tox	m-calpain inh	TRPML3 agonist	BaF3 tox	PERK inh	EP2 modulator
COc1ccc(C(=O)c2c(C)c3cc(C)ccc3n2CC(O)CN2CCOCC2)cc1 (stereo not given)	-4	-2.4	-0.9	-1	-33	0.4	-2	-0.8	2
COCCCn1c(=S)[nH]c2sc3c(c2c1=O)CCCS3	-8	0.4	-0.2	6	16	-0.3	4	-0.3	-2
CCN(CC)CCOC(=O)c1ccc(N/C=C(/C#N)c2nc(-c3ccc4c(c3)OCO4)cs2)cc1	-35	2.6	0.7	-3	-23	1.3	-7	1.1	18
COc1ccc(NC(=S)N2CCC(C(=O)c3ccc(F)cc3)CC2)c(OC)c1	-1	-0.3	-1.6	6	22	0.3	7	0.6	-17&-23
Cc1ccc(S(=O)(=O)NC(CC(=O)NCC2CCCO2)c2ccccc2)cc1 (stereo not given)	-22	-0.2	1.0	-1	-2	0.6	2	1.4	13
COc1ccc(NC(C)=O)cc1NC(=O)CN1CCN(CC(=O)Nc2ccccc2Cl)CC1	-5	1.2	-0.8	-1	-48	0.5	-1	-1.3	-37
CC(C)N=C(NC#N)SCc1ccccc1F	-10	-0.8	-0.3	1	14	0.0	11	-0.2	23
CCOC(=O)c1sc(N)c(C#N)c1CSc1nnc(C2CC2)n1N	10	-0.1	-2.0	-1	-15	0.5	1	0.5	4
O=C(Cc1nc(-c2ccc([N+](=O)[O-])cc2)cs1)Nc1ccccc1	-12	2.0	-3.1	-1	7	1.3	8	0.6	-33
C/C(Cl)=C/Cn1c(=O)c2c(nc(Br)n2Cc2ccccc2)n(C)c1=O	2	-1.4	0.3	2	11	-0.6	6	-0.6	53
O=C(Cn1c2c(c(-c3ccccc3Cl)cc1=O)CCC2)NCC1CCCO1 (stereo not given)	7	0.7	1.6	-1	-23	0.2	3	-0.3	11
Nn1c(Nc2ccccc2)nc2ccccc21	19	-0.1	1.3	1	-15	-0.6	4	0.5	3
CN(CCOc1ccccc1)CC(=O)Nc1ccc(Cl)cc1[N+](=O)[O-]	1	0.1	0.5	2	36	0.1	0	0.1	15
Cc1ccc(NS(=O)(=O)c2cccc(C(=O)OCC(=O)NCc3ccco3)c2)cc1	6	2.3	-0.4	4	-253	0.2	6	-0.2	-32
CC(=O)c1cnn(-c2cc(Oc3ccccc3C)ncn2)c1C	6	5.9	-1.0	2	14	0.6	7	0.1	-14
c1cncc(Nc2nc(-c3cccs3)cs2)c1	-26	0.1	1.5	-5	-9	-0.4	1	0.5	14
CCCCC(CC)CNC(=O)/C=C/c1ccc(F)cc1 (stereo not given)	3	-4.2	0.9	-2	19	0.1	2	0.6	-74
CN(C)c1ccc(NC(=O)Cn2ncn3c(cc4ccccc43)c2=O)cc1	-14	-0.9	0.2	3	-84	0.2	4	-1.2	-61
CCN(c1ccccc1)S(=O)(=O)c1ccc(Cl)c(C(=O)N(CC2CCCO2)C2CCS(=O)(=O)C2)c1 (stereo not given)	0	-0.9	1.2	2	15	-1.4	5	0.5	28
CC(=O)c1nn(-c2ccc(Br)cc2)cc1C(=O)c1ccco1	-27	-1.6	3.9	2	-3	0.0	4	-0.7	31
CCCCn1nnnc1SCC(=O)N1CCN(C(=O)c2ccco2)CC1	-11	-0.8	0.6	3	-10	0.5	2	-0.3	-7
Cc1cccc(NS(=O)(=O)c2c(C)n[nH]c2C)c1	-20	0.2	2.0	3	-6	2.2	2	-0.4	13
COc1ccccc1C(=O)N1C(CC(=O)Nc2cc(Cl)ccc2C)C(=O)NC2CCCCC21 (stereo not given)	-10	1.7	2.0	-5	-37	1.6	-1	-1.7	17
Clc1ccc2[nH]c3c(NCC4CCCO4)ncnc3c2c1 (stereo not given)	-28	12	-3.1	4	-62	9.8	12	-1.7	-43
CCCc1cc(NC(=O)CCl)n(-c2ccccc2)n1	3	1.2	-0.3	1	15	0.5	3	-0.6	18

Following part:
SMILES	S1P4 antagonist	TRPN1 ag	S1P4 ag	Ba/F3 V617F tox	m-calpain inh	TRPML3 agonist	BaF3 tox	PERK inh	EP2 modulator
c1ccc2sc(NC3=NCN(C4CCCCC4)CN3)nc2c1	-3	0.2	-0.8	3	-17	0.3	-2	1.9	8
C/C(=N\O)C(=O)C(CN1CCCCC1)CN1CCCCC1	-21	0.2	1.5	0	-8	1.4	-1	-1.1	-36
CC(=O)Oc1cc2c3c(c1)/C(=C1/SC(=S)NC1=O)C(=O)N3C(C)(C)C=C2C	-12	-1.0	-0.7	7	42	-0.2	2	-0.9	-17
COc1cc2c(cc1NC(=O)c1cccnc1)oc1ccccc12	-1	-0.2	-1.0	-2	-80	-0.5	6	-0.6	3
C=CCn1c(SCc2ccccc2C#N)nnc1-c1cc(Br)ccc1O	-1	-1.2	0.9	0	-19	-0.7	2	-1.1	-17
CC(=O)Oc1c(S(=O)(=O)c2ccc(C)cc2)c(C)nn1C(C)(C)C	-2	1.5	0.2	0	1	2.5	5	1.0	28
CCn1c(Cc2c(C)[nH]c3ccccc23)nnc1SCC(N)=O	-23	-1.1	0.7	-2	-19	0.7	2	-0.3	7
Brc1ccc(N=Nc2ccc3ccccc3n2)cc1	-6	-2.0	-2.0	0	10	-0.8	0	2.2	-29
COc1cccc(-c2cc(C(F)(F)F)n3ncc(C(=O)O)c3n2)c1	-3	1.3	-1.8	-2	-33	-0.4	4	1.8	8
NC1=NC2(CCCCC2)N=C(Nc2ccc(Br)cc2)N1	-13	0.7	0.1	5	23	0.3	6	0.4	-2
CCc1c(O)cc2n(c1=O)-c1ccccc1C2(C)C	6	1.3	2.0	-3	-24	0.1	0	0.6	21
N#CC(c1ccc(Cl)cc1)c1ncc(C(F)(F)F)cc1Cl (stereo not given)	-14	-0.3	0.8	2	17	0.8	6	0.0	-19
COc1cc2cc(C(c3nnnn3C3CCCC3)N3CCCCC3)c(=O)[nH]c2cc1OC (stereo not given)	-7	1.4	-2.2	-5	-107	0.7	1	0.6	21
COc1cc(OC)cc(C(=O)N[C@@H](CCSC)c2nc3ccccc3[nH]2)c1	-7	2.2	0.1	2	-1	-0.4	7	0.1	-12
CC(C)Oc1ccc(CCc2nnc(SC(C)C(=O)O)n2-c2ccccc2)cc1 (stereo not given)	-8	0.7	3.1	2	-6	0.6	6	1.1	13
COC(=O)c1cc(C(=O)OCC(=O)N2c3ccccc3NC(=O)C2(C)C)cc([N+](=O)[O-])c1	1	1.3	-0.6	6	32	-0.8	4	-1.3	7
CCOc1ccc(S(=O)(=O)N2CCCCC2)c2ccccc12	3	-0.7	-0.3	-3	5	62*	0	0.3	10
O=C(COc1ccc2c(c1)CCC2)NCc1ccccc1	-22	-2.1	1.0	1	3	-0.1	3	0.9	-64
CCC(C(=O)NCCC1=CCCCC1)c1ccccc1 (stereo not given)	-4	-1.9	1.4	1	23	-0.6	6	-0.2	24
COc1ccc(/C=N/NC(=O)C[n+]2ccccc2)c(OC)c1	1	1.9	2.4	-3	-14	0.5	1	-0.5	4
CC1CCN(C(=O)CNC(=O)c2cccc(OC(F)F)c2)CC1	-4	0.2	1.5	1	-25	0.4	3	0.7	2
COc1ccc2oc(=O)c(C(=O)N3CCN(c4ccc(F)cc4)CC3)cc2c1	-5	0.9	-0.1	0	-23	-0.4	2	0.3	-18
CCCCc1nc2ccccc2c(NC(=O)CN(CC)CC)c1CCC	9	-1.2	3.4	2	8	0.0	4	0.0	31
N#Cc1c(-c2ccccc2)[nH]c(=S)[nH]c1=O	-12	-0.8	-8.4	-1	-3	0.3	5	0.3	2
Cc1occc1C(=O)NNC(=O)c1cccc(F)c1	8	1.6	2.3	1	-21	0.7	6	-0.1	12

Complete entries, quoted from the list. Order of values: S1P4 antagonist	TRPN1 ag	S1P4 ag	Ba/F3 V617F tox	m-calpain inh	TRPML3 agonist	BaF3 tox	PERK inh	EP2 modulator
Entry for `CC(=O)Oc1cc2c3c(c1)/C(=C1/SC(=S)NC1=O)C(=O)N3C(C)(C)C=C2C` → -12	-1.0	-0.7	7	42	-0.2	2	-0.9	-17
Entry for `C/C(=N\O)C(=O)C(CN1CCCCC1)CN1CCCCC1` → -21	0.2	1.5	0	-8	1.4	-1	-1.1	-36
Entry for `C=CCn1c(SCc2ccccc2C#N)nnc1-c1cc(Br)ccc1O` → -1	-1.2	0.9	0	-19	-0.7	2	-1.1	-17
Entry for `CC(=O)Oc1c(S(=O)(=O)c2ccc(C)cc2)c(C)nn1C(C)(C)C` → -2	1.5	0.2	0	1	2.5	5	1.0	28

Some of the entries so far, with values under each structure:
Screens in order: S1P4 antagonist | TRPN1 ag | S1P4 ag | Ba/F3 V617F tox | m-calpain inh | TRPML3 agonist | BaF3 tox | PERK inh | EP2 modulator
COc1cc2cc(C(c3nnnn3C3CCCC3)N3CCCCC3)c(=O)[nH]c2cc1OC (stereo not given)
 : -7 | 1.4 | -2.2 | -5 | -107 | 0.7 | 1 | 0.6 | 21
COc1ccc(/C=N/NC(=O)C[n+]2ccccc2)c(OC)c1
 : 1 | 1.9 | 2.4 | -3 | -14 | 0.5 | 1 | -0.5 | 4

Following part:
SMILES	S1P4 antagonist	TRPN1 ag	S1P4 ag	Ba/F3 V617F tox	m-calpain inh	TRPML3 agonist	BaF3 tox	PERK inh	EP2 modulator
Cc1ccc(N2CCN(S(=O)(=O)N(C)C)CC2)cc1Cl	-8	-0.1	1.1	-2	-4	1.4	5	0.0	-13
CC(=O)c1ccc(NC(=O)CSCC(=O)Nc2ccc3ccccc3c2)cc1	-9	-1.2	0.9	-4	-14	-0.1	-1	-0.7	-4
O=C(NCCCn1ccnc1)c1cc2c(ccc3ccccc32)o1	19	0.9	-0.8	0	-152	0.5	6	-0.9	-97
CNC(=O)NC(=O)C(C)OC(=O)c1cc2c(s1)CCCCC2 (stereo not given)	-16	0.4	1.9	0	0	0.5	2	0.6	20
CC(C)(C)C(=O)Nc1sc(-c2ccccc2)cc1C(=O)O	-4	0.8	-0.4	3	-7	-0.5	9	0.5	-25
O=[N+]([O-])c1cccc(-c2ccc(/C=N/NC(=S)Nc3cccc(F)c3)o2)c1	17	-1.3	-0.3	-2	-46	0.7	-4	0.1	9
CCOC(=O)C1=C2NC(=O)c3ccccc3N2C(=O)C1	-11	2.0	1.3	-1	-14	1.7	0	0.2	2
N#Cc1cc(C(=O)c2ccccc2O)cn(-c2nccs2)c1=O	-2	47*	3.6	2	-16	34*	3	-0.1	-50
CC(CC1C(C#N)=C(N)SC(N)=C1C#N)c1ccccc1 (stereo not given)	14	7.6	1.4	1	8	3.5	6	-0.5	-29
COc1ccc2nc(NC(=O)c3cccs3)sc2c1	9	0.5	2.1	-1	-59	1.7	5	0.9	-8
CCCNC(=S)Nc1ccccc1	3	0.8	0.7	-5	-2	0.3	2	0.6	6
NN1C(=O)NC(c2ccccc2)(c2ccccc2)C1=O	-1	1.0	-0.9	0	-2	0.6	8	-0.3	18
Cc1cccn2c(=O)c3cc(C(=O)NCc4ccco4)c(=N)n(CCc4ccccc4)c3nc12	-18	-0.8	1.9	1	-322	-1.0	-4	0.7	13
CCCCNC(=O)/C(C#N)=C/c1ccc(-c2ccc(S(=O)(=O)N3CCOCC3)cc2)o1	-19	-0.8	0.5	-4	-56	0.5	2	1.0	2
O=C(O)c1ccccc1N/N=C\c1ccnc2ccccc12	-10	-0.7	0.0	3	16	0.3	6	1.4	-26
